Source: PubChem BioAssay (National Center for Advancing Translational Sciences (NCATS))
D2 PAM: positively modulates the human D2 dopamine receptor allosterically; P14416; HEK293 T-REx D2, calcium flux, EC20 dopamine potentiation; potentiation, % at 10 µM; 340,000 compounds, 0.34% hits;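 active = potentiation over 3 SD above the plate norm, cut at about 30% in these data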; note: 0% is about no effect
Target sequence (P14416 whole entry, looked up): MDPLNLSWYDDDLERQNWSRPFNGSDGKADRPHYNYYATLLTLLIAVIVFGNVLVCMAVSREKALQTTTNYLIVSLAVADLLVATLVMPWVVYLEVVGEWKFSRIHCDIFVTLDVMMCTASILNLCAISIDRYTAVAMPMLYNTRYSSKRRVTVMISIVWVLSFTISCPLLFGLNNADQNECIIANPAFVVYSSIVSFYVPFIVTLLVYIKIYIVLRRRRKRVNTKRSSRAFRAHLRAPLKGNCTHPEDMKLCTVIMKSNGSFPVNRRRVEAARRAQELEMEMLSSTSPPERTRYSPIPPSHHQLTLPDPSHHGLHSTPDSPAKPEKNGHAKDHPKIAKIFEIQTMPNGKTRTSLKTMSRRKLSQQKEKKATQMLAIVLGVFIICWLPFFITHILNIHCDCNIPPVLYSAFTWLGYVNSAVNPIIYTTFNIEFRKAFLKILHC
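Cells plated with tetracycline inducer and held overnight at 30 C; calcium dye loaded 30–90 min at room temperature; baseline taken, compound added and read 180 s; EC20 dopamine then added and read 180 s.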
RXFP1 ag: activates the human relaxin receptor RXFP1 | AID 2676 | 370,000 compounds, 0.3% hits | Q9HBX9 | Potency, µM (highest dose often 57.5 µM), inactives show at the highest dose activation, most hits filed as activators | HEK293T-RXFP1 cAMP TR-FRET, 30 min; response scale: percent of porcine relaxin response, buffer zero; active = well fitted activation curve with a large enough effect; note: potency is the fitted concentration of half-maximal effect; % is set by controls: 0 for no effect and ±100 for the full control effect; nearly all actives have a fitted effect of over 60% in size; many of its hits are not listed in these tables
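cAMP rise read by TR-FRET after 30 min, 37C compound exposure (up to 58 uM) in RXFP1-transfected HEK293 cells with Ro 20174 present. EC50 from Hill-equation fits, with 29 nM porcine relaxin as 100% and buffer as basal.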
D1 ag: human D1 receptor agonism. HEK293 T-REx D1 cells, calcium flux, agonist mode. activation, % at 2 µM. P21728. 360,000 compounds, 1% hits. AID 504660; in the data active = activation above about 30%; note: 0% is about no effect
Target sequence (P21728 whole entry, looked up): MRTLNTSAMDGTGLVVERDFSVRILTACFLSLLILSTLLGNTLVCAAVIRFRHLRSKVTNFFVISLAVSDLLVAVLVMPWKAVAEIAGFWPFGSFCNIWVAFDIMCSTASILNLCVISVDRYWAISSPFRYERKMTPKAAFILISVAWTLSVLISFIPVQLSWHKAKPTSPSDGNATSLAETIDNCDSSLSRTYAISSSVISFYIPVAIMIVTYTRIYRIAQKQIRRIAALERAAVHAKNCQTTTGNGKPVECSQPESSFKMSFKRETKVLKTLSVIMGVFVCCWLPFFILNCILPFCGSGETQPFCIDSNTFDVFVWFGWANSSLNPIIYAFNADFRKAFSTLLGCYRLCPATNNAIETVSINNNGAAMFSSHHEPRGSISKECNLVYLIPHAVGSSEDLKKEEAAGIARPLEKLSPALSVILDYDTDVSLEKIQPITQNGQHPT
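Tetracycline-induced HEK293 TREx D1 cells, force-coupled to calcium signalling, were dye-loaded with a no-wash calcium kit. Compound was pin-added after a 10 s baseline. Fluorescence was read kinetically at 1 cycle/s for 180 s, with calcium rises flagged as agonism.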
D1 potentiator: enhances dopamine response at the human D1 receptor; P21728; HEK293 TREx D1 cells, calcium flux, dopamine EC20 potentiation; potentiation, % at 10 µM; 360,000 compounds, 0.036% hits; in the data active = potentiation above about 30%; note: 0% is about no effect
D2 antag: antagonists of human D2 dopamine receptor; inhibition, % at 10 µM; P14416; HEK293 TREx D2 cells, calcium flux, dopamine EC80; 340,000 compounds, 2% hits; in the data active = inhibition above about 30%; note: 0% is about no effect
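Antagonism is scored as inhibition of an EC80 dopamine-evoked calcium signal in a force-coupled, tetracycline-inducible HEK293 T-REx D2 line, with compound present 180 s before agonist.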
TRHR PAM: allosteric enhancers of human TRH receptor; 360,000 compounds, 0.66% hits; enhancement, % at 2 µM; AID 493056; P34981; TRHR cells, fluo-8 calcium fluorescence, EC20 TRH enhancement; in the data active = enhancement above about 30%; note: 0% is about no effect
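Enhancer read-out: after compound pinning and an initial kinetic agonist-mode read, an EC20 of TRH (10 nM final) was injected and fluo-8 calcium signal (Ex 480/Em 530) followed at 1 s/cycle for 100 cycles in TRHR-expressing cells.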
D2 agonist: agonists of human D2 dopamine receptor; P14416; HEK293 T-REx D2 cells, calcium flux agonist mode; activation, % at 2 µM; 340,000 compounds, 0.53% hits;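 active = activation over 3 SD above normal in the single-dose calcium agonist read, cut at about 30% in these data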; note: 0% is about no effect
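Tetracycline-induced HEK293 Trex cells with D2 receptor force-coupled to calcium signaling, plated overnight at 30 C and loaded with no-wash calcium dye. Calcium flux read kinetically for 180 s after compound addition; responses flag agonists.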
RXFP1 antag: RXFP1 (human) relaxin receptor antagonism | activity change, negative = inhibition, % at 57.5 µM | AID 1259400 | HEK293-RXFP1, relaxin-stimulated cAMP HTRF, 30 min; active compounds read low | 350,000 compounds, 0.59% hits | Q9HBX9;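 active = activity change of -60% or lower, but not beyond a set lower limit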; note: % is set by controls: 0 for no effect and ±100 for the full control effect
D1 antagonist: blocks dopamine activation of the human D1 receptor; AID 504652; 360,000 compounds, 3.2% hits; activity change, negative = inhibition, % at 10 µM; HEK293 TREx D1 cells, calcium flux, dopamine EC80; active compounds read low; in the data active = activity change below about -30%; note: % is set by controls: 0 for no effect and ±100 for the full control effect
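Kinetic fluorescence of a calcium dye serves as the read-out. D1-expressing Hek293 Trex cells, induced overnight at 30 C, are exposed to compound for 180 s before an EC80 dopamine addition, then read 180 s further.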
Starred values were filed as active, the others as inactive. A portion of the library (hit frequency here may not be typical).

Results for CCn1c(SCC(=O)Nc2nnc(C)s2)nnc1C(C)NC(=O)c1ccccc1F (stereo not drawn) ?
D2 PAM: 2; RXFP1 ag: -2.6%; D1 ag: 1; D1 potentiator: -2; D2 antag: -3; TRHR PAM: 1; D2 agonist: 0.2; RXFP1 antag: 10; D1 antagonist: -12

Results for COc1ccc(S(=O)(=O)N2CCN(C(=O)CCSc3ccccc3)CC2)cc1 ?
D2 PAM: 12; RXFP1 ag: 1.5%; D1 ag: 6; D1 potentiator: -9; D2 antag: 11; TRHR PAM: 0; D2 agonist: 1.0; RXFP1 antag: 1; D1 antagonist: -23

How did Clc1ccc(CSc2nnc(/C=C/c3ccccc3)o2)c(Cl)c1 do in these assays?
D2 PAM: -1; RXFP1 ag: 0.5%; D1 ag: 7; D1 potentiator: -6; D2 antag: -17; TRHR PAM: -2; D2 agonist: 1.2; RXFP1 antag: 0; D1 antagonist: 7

How did N#Cc1cc2c(nc1SCc1ccc(Cl)cc1)CCCC2 do in these assays?
D2 PAM: 10; RXFP1 ag: 1.4%; D1 ag: 1; D1 potentiator: -5; D2 antag: 3; TRHR PAM: -4; D2 agonist: -1.4; RXFP1 antag: -6; D1 antagonist: -10

How did COc1ccc(-c2nnn(CC(=O)NC3CCCc4ccccc43)n2)cc1OC (stereo not drawn) do in these assays?
D2 PAM: -2; RXFP1 ag: 3.3%; D1 ag: 7; D1 potentiator: -7; D2 antag: 1; TRHR PAM: -2; D2 agonist: 0.1; RXFP1 antag: 11; D1 antagonist: -8

Results for O=C(COc1ccc(S(=O)(=O)N2CCCC2)cc1Cl)NCc1ccccn1 ?
D2 PAM: -5; RXFP1 ag: 3.0%; D1 ag: 2; D1 potentiator: 0; D2 antag: -11; TRHR PAM: 0; D2 agonist: 0.1; RXFP1 antag: -9; D1 antagonist: 2

How did O=C(NCc1ccc(C(F)(F)F)cc1)C1CC(c2ccccc2[N+](=O)[O-])=NO1 (stereo not drawn) do in these assays?
D2 PAM: -8; RXFP1 ag: 0.8%; D1 ag: 2; D1 potentiator: 2; D2 antag: 1; TRHR PAM: 5; D2 agonist: 0.4; D1 antagonist: 13

How did COc1ccc(N(CC(=O)N/N=C(\C)CCc2ccccc2)S(=O)(=O)c2ccc(C)cc2)cc1 do in these assays?
D2 PAM: 0; RXFP1 ag: -6.7%; D1 ag: 1; D1 potentiator: -1; D2 antag: -1; TRHR PAM: 4; D2 agonist: 0.3; RXFP1 antag: -7; D1 antagonist: 0

How did O=[N+]([O-])c1nn(-c2ccc3c(c2)OCCO3)n(O)c1=NCCC1=CCCCC1 do in these assays?
D2 PAM: 3; RXFP1 ag: 1.0%; D1 ag: -1; D1 potentiator: -4; D2 antag: 6; TRHR PAM: 1; D2 agonist: 1.2; RXFP1 antag: -4; D1 antagonist: -21

Results for Cc1nnc(SCCC(=O)Nc2nc(-c3ccccc3)ns2)s1 ?
D2 PAM: -16; RXFP1 ag: 0.9%; D1 ag: 3; D1 potentiator: -12; D2 antag: -34; TRHR PAM: -5; D2 agonist: 0.4; RXFP1 antag: -18; D1 antagonist: -2

What do the screens show for `CNC(=O)C(=O)N/N=C/c1ccc(Br)cc1`?
D2 PAM: 10; RXFP1 ag: 1.2%; D1 ag: 1; D1 potentiator: 0; D2 antag: -10; TRHR PAM: -4; D2 agonist: -0.6; RXFP1 antag: 8; D1 antagonist: 14

What do the screens show for `Cc1ccc(N(CC(=O)N2CCN(c3cc(Cl)ccc3C)CC2)S(=O)(=O)c2c(C)noc2C)cc1`?
D2 PAM: 3; RXFP1 ag: 3.1%; D1 ag: 2; D1 potentiator: 0; TRHR PAM: -1; D2 agonist: 1.0; D1 antagonist: -3

Results for Cc1nn(C(=O)C2CC2)c(C)c1Sc1ccc(Cl)cc1 ?
D2 PAM: -7; RXFP1 ag: -1.1%; D1 ag: 0; D1 potentiator: -1; D2 antag: -4; TRHR PAM: -2; D2 agonist: 0.3; RXFP1 antag: -3; D1 antagonist: -6

How did CC(C)C(=O)Nc1c(-c2ccc(Cl)cc2)c(=O)c2ccccc2n1C do in these assays?
D2 PAM: -6; RXFP1 ag: 2.6%; D1 ag: 4; D1 potentiator: 0; D2 antag: 10; TRHR PAM: -15; D2 agonist: -1.0; RXFP1 antag: 4; D1 antagonist: 7

What do the screens show for `COc1ccc(-c2oc3ncn4nc(COc5ccc(Cl)cc5)nc4c3c2-c2ccc(OC)cc2)cc1`?
D2 PAM: -4; RXFP1 ag: 6.4%; D1 ag: 6; D1 potentiator: 3; TRHR PAM: 1; D2 agonist: -0.4; RXFP1 antag: 1; D1 antagonist: 29

What do the screens show for `COCCNC(=O)C(c1ccc(C)cc1)N(C(=O)CCC(=O)Nc1ccccn1)c1ccc(F)cc1` (stereo not drawn)?
D2 PAM: -8; RXFP1 ag: -1.2%; D1 ag: 3; D1 potentiator: 2; D2 antag: 11; TRHR PAM: 0; D2 agonist: -0.8; RXFP1 antag: 5; D1 antagonist: -5

How did C=CCOc1ccc(C2NC(=O)c3ccccc3O2)cc1 (stereo not drawn) do in these assays?
D2 PAM: -4; RXFP1 ag: -0.1%; D1 ag: -2; D1 potentiator: 2; D2 antag: -5; TRHR PAM: -3; D2 agonist: 0.3; RXFP1 antag: 17; D1 antagonist: 28

How did CCN(CC)CCN(C(=O)c1ccc(S(=O)(=O)N(C)C2CCCCC2)cc1)c1nc2c(C)cccc2s1 do in these assays?
D2 PAM: -14; RXFP1 ag: 1.5%; D1 ag: 10; D1 potentiator: -1; TRHR PAM: -1; RXFP1 antag: -24; D1 antagonist: -21

Results for Cc1ccc(C)n1-c1nnc(N2CCC(C(=O)Nc3ccccc3Br)CC2)s1 ?
RXFP1 ag: 1.9%; D1 ag: -1; D1 potentiator: 0; TRHR PAM: 4; D2 agonist: -0.1; RXFP1 antag: -4; D1 antagonist: 4

How did NC(=O)Cn1c(=O)n(-c2ccccc2)c(=O)c2oc3ccccc3c21 do in these assays?
D2 PAM: -8; RXFP1 ag: -0.3%; D1 ag: 1; D1 potentiator: 1; D2 antag: 9; TRHR PAM: 1; D2 agonist: 1.0; RXFP1 antag: -26; D1 antagonist: 7

What do the screens show for `CCCCNC(=O)NNC(=O)c1ccco1`?
D2 PAM: -2; RXFP1 ag: 0.4%; D1 ag: 3; D1 potentiator: -4; D2 antag: -4; TRHR PAM: 0; D2 agonist: -0.5; RXFP1 antag: 2; D1 antagonist: 5

How did Cc1ccc(C(=O)c2sc(Nc3ccccc3)c(S(=O)(=O)c3ccccc3)c2N)c(C)c1 do in these assays?
D2 PAM: 17; RXFP1 ag: 5.6%; D1 ag: 10; D1 potentiator: -2; TRHR PAM: 0; D1 antagonist: -2

What do the screens show for `Cn1c(C(=O)OCC(=O)NCCc2ccccc2)cc2sccc21`?
D2 PAM: -1; RXFP1 ag: 4.3%; D1 ag: 1; D1 potentiator: -6; D2 antag: 17; TRHR PAM: 2; D2 agonist: -0.6; RXFP1 antag: -9; D1 antagonist: -9

How did CCOC(=O)c1ccc(N2C(=O)CC(NNC(=O)c3ccc(Br)s3)C2=O)cc1 (stereo not drawn) do in these assays?
D2 PAM: 13; RXFP1 ag: -1.9%; D1 ag: 1; D1 potentiator: 4; D2 antag: -4; TRHR PAM: 7; D2 agonist: -0.3; RXFP1 antag: 14; D1 antagonist: -4

What do the screens show for `CCn1c(O)c(N=NC(=O)CNC(=O)c2ccco2)c2ccccc21`?
D2 PAM: -3; RXFP1 ag: 0.7%; D1 ag: 4; D1 potentiator: -3; D2 antag: -13; TRHR PAM: 5; D2 agonist: -1.0; RXFP1 antag: 0; D1 antagonist: -6

Results for Cc1ccc(OCCNC(=O)CCNS(=O)(=O)c2ccc(Br)cc2)cc1 ?
D2 PAM: 14; RXFP1 ag: 0.1%; D1 ag: 74*; D1 potentiator: -2; D2 antag: 24; TRHR PAM: -4; D2 agonist: -1.7; RXFP1 antag: -14; D1 antagonist: -1

Results for Cc1ccc(CN2C(=O)N(c3ccc(C)c(Cl)c3)S(=O)(=O)c3ccccc32)cc1 ?
D2 PAM: -10; RXFP1 ag: 2.3%; D1 ag: 4; D1 potentiator: -2; TRHR PAM: -8; D2 agonist: -1.1; RXFP1 antag: -6; D1 antagonist: -17

Results for CCN1C(=O)c2ccccc2Sc2ccc(C(=O)NC(C)C)cc21 ?
D2 PAM: 2; RXFP1 ag: 2.6%; D1 ag: 0; D1 potentiator: -6; D2 antag: 21; TRHR PAM: -1; D2 agonist: -1.2; RXFP1 antag: 1; D1 antagonist: -2

How did Cc1cccc2sc(NC(=O)C3CC3)nc12 do in these assays?
D2 PAM: 10; RXFP1 ag: -2.5%; D1 ag: 3; D1 potentiator: -4; D2 antag: -23; TRHR PAM: 15; D2 agonist: 0.4; RXFP1 antag: -11; D1 antagonist: 10

How did C#Cc1nc(Nc2cccc(Cl)c2)nc(NC2CCCC2)n1 do in these assays?
D1 ag: 2; D1 potentiator: 0; TRHR PAM: -1; D1 antagonist: -20

Results for Cc1ccc([N+](=O)[O-])cc1S(=O)(=O)N1CCC(C)CC1 ?
D2 PAM: 3; RXFP1 ag: -0.6%; D1 ag: 2; D1 potentiator: -1; D2 antag: 2; TRHR PAM: 2; D2 agonist: -0.6; RXFP1 antag: 4; D1 antagonist: 6

Looked up by compound from the entries so far (4):
What do the screens show for `CCn1c(O)c(N=NC(=O)CNC(=O)c2ccco2)c2ccccc21`?
D2 PAM: -3; RXFP1 ag: 0.7%; D1 ag: 4; D1 potentiator: -3; D2 antag: -13; TRHR PAM: 5; D2 agonist: -1.0; RXFP1 antag: 0; D1 antagonist: -6

How did Cc1cccc2sc(NC(=O)C3CC3)nc12 do in these assays?
D2 PAM: 10; RXFP1 ag: -2.5%; D1 ag: 3; D1 potentiator: -4; D2 antag: -23; TRHR PAM: 15; D2 agonist: 0.4; RXFP1 antag: -11; D1 antagonist: 10

How did C=CCOc1ccc(C2NC(=O)c3ccccc3O2)cc1 (stereo not drawn) do in these assays?
D2 PAM: -4; RXFP1 ag: -0.1%; D1 ag: -2; D1 potentiator: 2; D2 antag: -5; TRHR PAM: -3; D2 agonist: 0.3; RXFP1 antag: 17; D1 antagonist: 28

Results for Cc1ccc(OCCNC(=O)CCNS(=O)(=O)c2ccc(Br)cc2)cc1 ?
D2 PAM: 14; RXFP1 ag: 0.1%; D1 ag: 74*; D1 potentiator: -2; D2 antag: 24; TRHR PAM: -4; D2 agonist: -1.7; RXFP1 antag: -14; D1 antagonist: -1
